APJ antag: antagonists of human apelin receptor APJ, primary screen, CHO-K1 cells, beta-arrestin complementation, luminescence; inhibition, % at 20 µM; actives 0.32% (n = 330,000); AID 2521, 2010;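 active means inhibition above about 40% at 20 µM, limit read from the data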;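 further: cells challenged with 10 nM apelin-13 agonist together with compound; plate controls were apelin-13 plus DMSO wells for no effect and DMSO wells lacking apelin-13 for full effect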
XBP1 UPR activ: activators of adaptive XBP1 UPR arm, primary screen, cell-based, CHO-XBP1 luciferase reporter, luminescence, uHTS. IRE1-XBP1 UPR activation; percent of tunicamycin response, DMSO as zero. actives 0.33% (n = 330,000). activation, % at 20 µM;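 active means versus positive control, 20 µM dose yields 30% or more activation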;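 further: 100% = tunicamycin at 10 µg/mL and 0% = DMSO only wells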
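Assay system: CHO-XBP1 luciferase reporter cells; Schedule: 6 h treatment, 37 °C; Detection: glow luminescence from Steady-Glo reagent; Benchmarks: high control tunicamycin 10 µg/mL final, low control DMSO vehicle only.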
APJ ag: agonists of human apelin receptor APJ, primary screen, CHO-K1 cells, PathHunter beta-arrestin, luminescence. P35414. 0% DMSO wells, 100% apelin. activation, % at 20 µM. actives 0.11% (n = 330,000). AID 2520, 2010;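 active means activation more than six SD over the plate average, tested at 20 µM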;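 further: 0% = DMSO alone and 100% = apelin-13 at 10 nM; some results filed as inactive read as strong as hits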
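Test system: CHO-K1 APJ beta-arrestin complementation cell line. Amount: cell density 1000 per well. Controls: DMSO negative, 10 nM Apelin-13 positive. Signal: luminescent beta-gal fragment complementation, chemiluminescent substrate. Read-out basis: agonist-driven arrestin binding to APJ. Timing: compound stimulation 90 min at 25 °C, detection 60 min.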
Jurkat NFkB inh: inhibitors of induced NF-kB luciferase reporter, primary screen, TCR NF-kB activation inhibitor project, cell-based, luminescence, uHTS; AID 435003, 2010; inhibition, % at 4 µM; Jurkat, PMA/ionomycin-induced NF-kB luciferase reporter; actives 0.53% (n = 330,000); in the data active means inhibition above about 50%
Mdm2 MdmX PPI: inhibitors of human Mdm2-MdmX association, primary screen, cell-based, luminescence, split luciferase, SaOS-2, uHTS; Protein Mdm4 (Homo sapiens) + E3 ubiquitin-protein ligase Mdm2 (Homo sapiens), …; SaOS-2 split-luciferase Mdm2/MdmX complementation; inhibition, % at 8 µM; actives 3% (n = 330,000);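 active means inhibition of at least 50% at 8 µM in the primary screen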
Target sequence (O15151 whole entry, looked up): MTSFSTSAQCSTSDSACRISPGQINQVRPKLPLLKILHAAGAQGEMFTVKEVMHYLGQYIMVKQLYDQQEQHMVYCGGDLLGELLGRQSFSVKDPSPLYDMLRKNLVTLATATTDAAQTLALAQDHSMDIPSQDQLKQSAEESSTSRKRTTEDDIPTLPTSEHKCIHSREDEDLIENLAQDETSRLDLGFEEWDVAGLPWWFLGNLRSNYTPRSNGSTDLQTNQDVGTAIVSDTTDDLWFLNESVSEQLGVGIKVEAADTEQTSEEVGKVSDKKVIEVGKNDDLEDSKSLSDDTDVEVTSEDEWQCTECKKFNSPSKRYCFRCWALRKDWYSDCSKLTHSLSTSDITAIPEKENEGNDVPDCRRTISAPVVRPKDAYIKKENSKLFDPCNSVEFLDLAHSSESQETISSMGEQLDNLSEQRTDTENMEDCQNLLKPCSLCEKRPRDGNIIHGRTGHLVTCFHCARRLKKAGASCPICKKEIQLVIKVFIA
Target sequence (Q00987 whole entry, looked up): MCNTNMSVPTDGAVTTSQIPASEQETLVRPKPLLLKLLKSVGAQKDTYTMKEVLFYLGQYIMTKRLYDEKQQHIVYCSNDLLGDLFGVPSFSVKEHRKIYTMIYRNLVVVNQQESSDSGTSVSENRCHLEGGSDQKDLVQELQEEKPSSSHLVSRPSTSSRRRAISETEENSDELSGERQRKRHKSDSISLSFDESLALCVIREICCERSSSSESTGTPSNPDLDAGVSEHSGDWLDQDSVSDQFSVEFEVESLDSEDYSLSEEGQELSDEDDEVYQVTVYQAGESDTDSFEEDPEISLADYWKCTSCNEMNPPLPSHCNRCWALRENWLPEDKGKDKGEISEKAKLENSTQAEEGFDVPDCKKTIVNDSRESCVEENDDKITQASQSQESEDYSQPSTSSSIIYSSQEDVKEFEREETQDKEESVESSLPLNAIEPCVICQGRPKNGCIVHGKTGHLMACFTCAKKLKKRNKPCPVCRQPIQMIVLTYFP
tim23-1 inh: growth inhibitors of tim23-1 mutant yeast, primary screen, luminescence, uHTS; S. cerevisiae tim23-1 growth, BacTiter-Glo luminescence, 24 h; inhibition, % at 20 µM; AID 463212, 2010; actives 1.3% (n = 330,000);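 active means growth inhibition of the mutant yeast at or above 50%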;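 further: temperature-sensitive mutant grown at 25 °C; plate controls were DMSO-treated mutant yeast for no effect and medium wells lacking yeast for full effect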
CHOP UPR activ: activators of apoptotic CHOP UPR arm, primary screen, cell-based, CHO-CHOP luciferase reporter, luminescence, uHTS | UPR activation; percent of tunicamycin response over DMSO baseline | activation, % at 10 µM | actives 0.34% (n = 330,000) | AID 449763, 2010;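 active means at 10 µM dose, activation of 40% or more, normalized to positive control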;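 further: 100% = tunicamycin at 10 µg/mL and 0% = DMSO alone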
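System: CHO CHOP reporter cells. Amount: 500 cells per well. Buffer or medium: F12 medium, 10% FBS. Compound dosing: one dose, 10 µM in 0.5% DMSO. Incubation: 6 h compound exposure at 37 °C after overnight seeding. Technique: Steady-Glo luciferase luminescence. Benchmarks: tunicamycin and DMSO controls.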
697 NFkB inh: inhibitors of PMA/ionomycin-induced NF-kB reporter, 697 cells, primary screen, B-cell NF-kB inhibitor project, cell-based, luminescence, uHTS; 697 B-cell NF-kB luciferase reporter, 16 h; inhibition, % at 4 µM; actives 0.33% (n = 330,000); AID 435022, 2010; in the data active means inhibition above about 35%
The depositor's hits bear a star.

mol,CHOP UPR activ,Jurkat NFkB inh,APJ antag,697 NFkB inh,tim23-1 inh,XBP1 UPR activ,APJ ag,Mdm2 MdmX PPI
O=C(NC1CCCCC1)c1ccc(CN2CCOCC2)cc1,-1.2,-4,1,7,-3,3,-2,6
COc1cccc(OC)c1OCC(O)CN1CCN(c2ccc(F)cc2)CC1 (centres undefined),0.9,1,7,8,4,-1,-3,-19
CCOC(=O)c1cc(C(=O)NC(C)c2ccccc2)c(=O)[nH]c1C (centres undefined),-0.2,-16,-1,-24,4,-1,0,-3
Cc1sc2nc(CSCC(=O)N(C)c3ccccc3)[nH]c(=O)c2c1C,0.6,12,-8,11,28,-2,-3,39
O=C(Nc1cccc(NC(=O)c2cccs2)c1)c1ccc([N+](=O)[O-])o1,6.9,27,-48,6,33,-1,12,61*
Fc1cccc(Cl)c1CSc1nnc(COc2cccc3cccnc23)o1,-3.1,-3,8,-3,22,-3,-4,11
Nc1nnc(CC(=O)N/N=C/c2ccc(-c3ccc(F)cc3)o2)s1,2.2,-6,-3,20,11,2,-3,2
Cn1ccnc1SCc1cc(=O)[nH]c2ccccc12,0.8,-22,8,-5,9,1,-6,14
O=S(=O)(c1ccc(F)cc1)N1CCN(c2nc(-c3ccc(F)cc3)cs2)CC1,-1.5,1,16,5,8,-4,4,19
O=C(CCN1C(=O)/C(=C/c2cccs2)SC1=S)N1CCCCC1,40*,-30,16,-23,39,-3,-1,68*
O=S(=O)(NCC(c1cccnc1)N1CCN(c2ccccc2)CC1)c1cc(F)ccc1F (centres undefined),-0.2,2,11,5,-177,-1,-1,3
COCCNc1nc2nonc2nc1N(C)Cc1ccc(C)cc1,-0.3,-8,-16,11,23,2,0,-1
COc1ccc(C2=C(Nc3ccc(C)cc3)c3ccccc3C2=O)cc1,-1.7,-12,13,6,8,-2,-3,16
Cc1csc(-c2cnn(-c3ccccc3)c2NC(=O)c2cccc(F)c2)n1,-0.7,-22,-15,-22,30,3,-2,-23
COC(=O)c1ccc(C23CC4(C2)[C@H](CN(Cc2cccnc2)[C@@H]4c2ccccc2)C3c2ccccc2)cc1 (some centres undefined),2.2,-16,-15,22,24,-3,-1,3
CCOC(=O)c1[nH]c2ccc(OC)cc2c1NC(=O)c1cccc(OC)c1,-0.5,4,14,24,38,-3,-4,20
O=C(NNS(=O)(=O)c1ccccc1)c1csc(-c2cccnc2)n1,1.1,6,-9,-12,7,-1,3,5
COc1ccc(S(=O)(=O)N(C)C[C@H]2Oc3ccc(NC(=O)CCC(F)(F)F)cc3C(=O)N([C@H](C)CO)C[C@@H]2C)cc1,0.8,2,13,25,-1,-4,-4,11
CCC(CC)C(=O)NCc1ccc(Cl)cc1,-0.2,4,-33,-14,15,0,-2,-2
O=C(c1cccc(COc2ccc(Cl)cc2Cl)c1)N1CCN(c2ccccn2)CC1,-1.5,-47,2,-179,30,2,-4,-39
CCc1ccc2c(c1)c1nnc(NN)nc1n2C,1.9,0,9,9,17,5,-9,16
COc1ccc2c(C)c(Cc3ccccc3)c(=O)oc2c1OC,-1.6,13,12,4,17,-2,-3,26
CCCN(c1ccccc1C(=O)O)S(=O)(=O)c1ccc2c(c1)n(C)c(=O)n2C,-0.6,-3,2,11,6,-2,-3,1
CCC(C(=O)NCCN1CCN(C)CC1)n1c(C)c2cnn(-c3ccccc3)c(=O)c2c1C (centres undefined),-1.5,2,-13,0,5,-7,-2,5
CCOP(=O)(OCC)c1nc(-c2ccccc2)oc1N1CCCCC1,-1.2,-25,18,-5,41,5,-5,-11
CN(c1nc(-c2ccc(Br)cc2)cs1)C1CCS(=O)(=O)C1 (centres undefined),3.8,-68,10,-31,8,3,-1,-37
O=C(COC(=O)CCN1C(=O)/C(=C\C=C\c2ccccc2)SC1=S)Nc1cc(F)ccc1F,-2.4,16,-1,2,36,-3,1,13
CCOc1cc(-c2ccc(N)c(OCC)c2)ccc1N,-0.3,3,14,8,12,0,-5,20
Cc1ccc(C2(C)NC(=O)N(CC(=O)Nc3cc(S(=O)(=O)N(C)C)ccc3C)C2=O)cc1 (centres undefined),1.3,-17,0,-5,11,1,0,-8
COc1nc(OC)nc(N2CCC(C(=O)NCc3cccs3)CC2)n1,-2.2,0,9,17,-9,4,-1,-9
CCCNC(=O)COc1ccccc1[N+](=O)[O-],3.3,3,18,-15,-1,3,-2,-21
O=[N+]([O-])c1ccc2nc(CCCc3nc4ccc([N+](=O)[O-])cc4[nH]3)[nH]c2c1,2.4,-6,15,11,-1,-1,-3,-9
Cc1ccc(CN2CC(C(=O)Nc3ccc(F)c([N+](=O)[O-])c3)CC2=O)cc1 (centres undefined),-1.2,-2,4,11,15,-3,-2,9
O=C1CCN(CCCc2ccccc2)CCN1[C@H](CO)Cc1ccccc1,0.8,9,20,4,4,0,-4,-1
CCN(CC)c1ccc(NC(=O)c2cnc3ccccn3c2=O)c(C)c1,2.9,4,-13,-63,15,6,-2,-35
CCCCC[n+]1ccn(-c2nc3ccccc3nc2[N-]S(=O)(=O)c2ccc(C)cc2)c1,-1.0,-6,-3,-2,4,-3,-1,11
C/C=C(\C)CN1CCC(Oc2cc(C(=O)NC3CC3)ccc2OC)CC1,1.3,1,6,-11,-4,-5,10,11
CCOC(=O)C(=CNc1nc2ccc(C(=O)OCC)cc2s1)C(=O)OCC,13,-20,9,-11,8,2,-4,13
CSc1ncccc1C(=O)N1CCN(C(=O)c2ccccc2)CC1,-0.7,-25,-29,-10,-11,1,2,-10
CCOc1ccc(CN(C)c2nc(-c3cccnc3)nc3ccccc23)cc1OC,0.6,-47,-3,-39,35,5,0,3
Cn1cc(C(=O)N/N=C/C2=C(N3CCOCC3)C(=C\c3ccccc3)/CC2)ccc1=O,6.6,3,10,6,3,1,0,16
CCOC(=O)N1C(=O)c2cc(OC)ccc2S1(=O)=O,-1.6,15,5,8,3,-3,-2,6
COC(=O)c1c(NC(=O)CN2CCN(C(=O)c3ccco3)CC2)c2c(C)cccc2n1C,-2.4,19,19,24,1,-2,-1,12
Cc1cccc(NC(=O)COC(=O)C2C3CC4OC(=O)C2C4C3)c1C (centres undefined),-0.9,-50,-5,-35,15,-3,1,7
N#Cc1ccc(CN2CCN(C(=O)c3cc(Cl)c4c(c3)OCCO4)CC2)cc1,-0.1,13,11,13,20,-3,-3,29
Cc1cc(C)c(-c2cc(NC(=O)COC(=O)c3ccc(CO)cc3)n(-c3ccccc3)n2)cc1C,0.9,-1,7,6,10,-1,-5,3
NC(=O)c1ccc(NC(=O)COC(=O)C2CCN(S(=O)(=O)c3cccs3)CC2)cc1,1.4,1,-2,10,0,0,-1,-22
COc1ccc(CN(CCC#N)CCC2(c3ccccc3)CC(C)N(C)CC2C)cc1OC (centres undefined),-0.6,-5,12,-15,1,-1,-5,0
CCCCc1nc(Cl)c(C#N)c2c1CCCC2,-2.9,7,22,0,-30,-1,-2,13
O=C(Nc1ccncc1)C1CC(=O)N(c2ccc(F)cc2)C1 (centres undefined),2.2,15,11,0,-2,-3,-1,19
COc1ccc(CCN2CC(C(=O)NCc3cnn(C(C)C)c3)CCC2=O)cc1 (centres undefined),-0.5,2,-4,-28,4,-1,4,24
Cc1ccc(Cn2c(=O)c3cccnc3n(CC(=O)Nc3cccc(C(F)(F)F)c3)c2=O)cc1,1.3,9,5,17,1,-1,3,-4
C=C(C)Cn1c(N2CCCC2)nc2c1c(=O)[nH]c(=O)n2C,0.4,1,12,3,7,1,-4,-10
CC(C)(C)C(=O)COC(=O)c1c2c(nc3ccccc13)CCC2,-2.2,-4,1,-8,23,-1,-4,17
O=C(CSc1nc2ccccc2c(=O)[nH]1)Nc1cccc([N+](=O)[O-])c1,-0.5,12,18,-15,5,-6,-2,34
O=C(c1ccc(C(=O)N2CCCc3ccccc32)s1)N1CCCc2ccccc21,0.0,-1,7,10,-34,1,-5,26
O=C(CSc1nnc2n1CCCCC2)Nc1ccc(N2CCOCC2)cc1,0.8,-1,2,9,4,2,-3,-4
C[C@H](CO)N1C[C@H](C)[C@@H](CN(C)Cc2ccncc2)Oc2c(NC(=O)c3ccncc3)cccc2C1=O,0.4,-1,0,17,-5,-3,-2,-2
CS(=O)(=O)c1ccc(Oc2ccc(-c3nnco3)cc2)c([N+](=O)[O-])c1,-0.3,6,-15,15,28,-2,0,23
Cc1ccc(C(=O)N2CCCC(N3CCN(c4ccccc4C)CC3)C2)c(=O)[nH]1 (centres undefined),-0.3,2,19,-4,2,-1,-1,17

Exported as labelled records: 4 of the compounds above
canonical_smiles: CCOC(=O)c1cc(C(=O)NC(C)c2ccccc2)c(=O)[nH]c1C (centres undefined)
- CHOP UPR activ: -0.2
- Jurkat NFkB inh: -16
- APJ antag: -1
- 697 NFkB inh: -24
- tim23-1 inh: 4
- XBP1 UPR activ: -1
- APJ ag: 0
- Mdm2 MdmX PPI: -3

canonical_smiles: Cc1sc2nc(CSCC(=O)N(C)c3ccccc3)[nH]c(=O)c2c1C
- CHOP UPR activ: 0.6
- Jurkat NFkB inh: 12
- APJ antag: -8
- 697 NFkB inh: 11
- tim23-1 inh: 28
- XBP1 UPR activ: -2
- APJ ag: -3
- Mdm2 MdmX PPI: 39

canonical_smiles: O=C(Nc1cccc(NC(=O)c2cccs2)c1)c1ccc([N+](=O)[O-])o1
- CHOP UPR activ: 6.9
- Jurkat NFkB inh: 27
- APJ antag: -48
- 697 NFkB inh: 6
- tim23-1 inh: 33
- XBP1 UPR activ: -1
- APJ ag: 12
- Mdm2 MdmX PPI: 61*

canonical_smiles: Fc1cccc(Cl)c1CSc1nnc(COc2cccc3cccnc23)o1
- CHOP UPR activ: -3.1
- Jurkat NFkB inh: -3
- APJ antag: 8
- 697 NFkB inh: -3
- tim23-1 inh: 22
- XBP1 UPR activ: -3
- APJ ag: -4
- Mdm2 MdmX PPI: 11

Continuation.
mol,CHOP UPR activ,Jurkat NFkB inh,APJ antag,697 NFkB inh,tim23-1 inh,XBP1 UPR activ,APJ ag,Mdm2 MdmX PPI
CCOc1ccc(CCN2C(=O)c3cccnc3C2=O)cc1OCC,1.8,9,-9,3,2,5,-5,15
O=C(COc1ccc2c3c(c(=O)oc2c1)CCCC3)N1CCN(c2ccccc2)CC1,0.8,-6,8,-13,4,-3,-2,9
Cc1ccccc1C(=O)NCCCNC(=O)c1ccccn1,-0.1,16,30,-11,-2,1,3,-9
Cc1ccc(NC(=S)N2CCN(S(=O)(=O)c3ccc(F)cc3)CC2)cc1,-1.7,6,-2,6,-1,-9,-2,22
CC1CCCC(C)N1S(=O)(=O)c1ccc(NC(=O)CCN2C(=O)C3CC=CCC3C2=O)cc1 (centres undefined),1.5,8,17,1,4,1,2,15
O=C(CN1C(=O)/C(=C/c2cccc(Cl)c2)SC1=S)NC1C=CS(=O)(=O)C1 (centres undefined),1.1,10,-2,-6,14,0,5,8
Cc1ccc(NC(=O)Cn2cc(S(=O)(=O)c3ccc(F)cc3)c(=O)c3cc(F)ccc32)cc1,5.3,-4,18,2,12,-1,-2,47
Cc1cc(C2C(=O)C(C(=O)c3ccc(Cl)cc3)C(=O)CC2(C)C)on1 (centres undefined),-0.8,0,-13,18,17,-5,2,26
CC(C)OC(=O)Nc1ccc2c(c1)N(C(=O)N1CCN(C)CC1)c1ccccc1CC2,2.8,-45,6,-50,14,2,-4,20

Bioassay records from PubChem.
